D1 ag: activates the human D1 dopamine receptor | P21728 | HEK293 T-REx D1 cells, calcium flux, agonist mode | activation, % at 2 µM | hit rate 1% among 360,000 | AID 504660; in the data active = activation above about 30%; also: 0% is about no effect
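Tetracycline-induced HEK293 TREx D1 cells, force-coupled to calcium signalling, were dye-loaded with a no-wash calcium kit. Compound was pin-added after a 10 s baseline. Fluorescence was read kinetically at 1 cycle/s for 180 s, with calcium rises flagged as agonism.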
D1 PAM: potentiators of human D1 dopamine receptor. HEK293 TREx D1 cells, calcium flux, dopamine EC20 potentiation. potentiation, % at 10 µM. hit rate 0.036% among 360,000. AID 504651; in the data active = potentiation above about 30%; also: 0% is about no effect
RXFP1 antagonist: blocks the human relaxin receptor RXFP1 | Q9HBX9 | HEK293-RXFP1, relaxin-stimulated cAMP HTRF, 30 min; active compounds read low | activity change, negative = inhibition, % at 57.5 µM | hit rate 0.59% among 350,000 | AID 1259400;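 active = activity change of -60% or lower, but not beyond a set lower limit; inconclusive = change between -60% and -40%, or beyond the set limit; inactive = change above -40%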; also: % is scaled to controls: 0 for no effect and ±100 for the full control effect
Target sequence (Q9HBX9 whole entry, looked up): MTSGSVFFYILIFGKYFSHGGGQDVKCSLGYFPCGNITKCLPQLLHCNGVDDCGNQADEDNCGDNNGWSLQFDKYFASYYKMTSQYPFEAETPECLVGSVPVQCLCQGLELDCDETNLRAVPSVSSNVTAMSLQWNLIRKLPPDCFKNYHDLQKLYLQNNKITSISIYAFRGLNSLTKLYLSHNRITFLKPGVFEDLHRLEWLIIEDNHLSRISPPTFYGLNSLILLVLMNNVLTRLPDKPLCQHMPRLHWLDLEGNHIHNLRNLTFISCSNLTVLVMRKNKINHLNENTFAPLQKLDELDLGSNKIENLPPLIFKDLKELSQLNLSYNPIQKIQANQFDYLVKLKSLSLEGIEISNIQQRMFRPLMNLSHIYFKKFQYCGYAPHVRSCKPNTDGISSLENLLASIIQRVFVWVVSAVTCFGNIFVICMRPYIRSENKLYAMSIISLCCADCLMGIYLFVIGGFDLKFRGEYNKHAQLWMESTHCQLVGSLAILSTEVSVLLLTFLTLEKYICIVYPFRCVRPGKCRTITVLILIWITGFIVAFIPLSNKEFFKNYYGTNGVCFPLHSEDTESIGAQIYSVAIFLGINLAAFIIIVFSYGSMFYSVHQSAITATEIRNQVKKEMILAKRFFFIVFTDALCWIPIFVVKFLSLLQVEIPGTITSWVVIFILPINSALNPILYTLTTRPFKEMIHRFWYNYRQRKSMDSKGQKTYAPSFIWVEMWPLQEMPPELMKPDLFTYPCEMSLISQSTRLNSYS
RXFP1 agonist: RXFP1 (human) receptor agonism | HEK293T-RXFP1 cAMP TR-FRET, 30 min; response scale: percent of porcine relaxin response, buffer zero | Q9HBX9 | Potency, µM (series often up to 57.5 µM), for the others: at the top dose activation, usual class: activators | AID 2676 | hit rate 0.3% among 370,000; also: potency is read from the fitted curve at half-maximal effect; % is scaled to controls: 0 for no effect and ±100 for the full control effect; nearly all actives have a fitted effect of over 60% in size; many of its hits are not listed in these tables
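HEK293 cells stably expressing RXFP1, treated 30 min at 37C with compounds plus PDE4 inhibitor Ro 20174; cAMP measured by HTRF TR-FRET. Normalized to buffer and 29 nM porcine relaxin; EC50 by Hill fit.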
Vif-APOBEC3G blk: blocks the Vif interaction with human APOBEC3G; Q9HC16; HeLa A3G-eYFP + Vif (tagged APOBEC3G with the HIV-1 protein that degrades it), YFP fluorescence, overnight; Potency, µM (top dose mostly 46.1 µM), for the others: at the highest dose activity, negative = active, hits mostly inhibitors; hit rate 0.076% among 410,000; AID 602310;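 also: potency is read from the fitted curve at half-maximal effect; % is scaled to controls: 0 for no effect and ±100 for the full control effect; nearly all actives have a fitted effect of over 60% in size; hits raise eYFP signal because A3G escapes Vif-driven loss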
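HeLa cells stably expressing Vif and C-terminally eYFP-tagged A3G, seeded overnight at 37 deg C, then exposed to compound by pintool overnight at 37 deg C. Rise in yellow fluorescence (Ex 488/Em 500-530, Acumen) marks blocked Vif-driven A3G degradation.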
Vif-A3F inh: Vif-A3F binding inhibition. HeLa A3F-eYFP + Vif (tagged APOBEC3F with the HIV-1 protein that degrades it), YFP fluorescence increase. Potency, µM (series often up to 46.1 µM), for inactives: at the highest dose activity, negative = active. hit rate 0.2% among 390,000; also: potency is read from the fitted curve at half-maximal effect; % of control where 0% means no effect; nearly all actives have a fitted effect of over 65% in size
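HeLa cells stably expressing Vif plus C-terminally eYFP-tagged A3F were seeded, incubated overnight at 37 deg C, dosed with compound, incubated overnight again at 37 deg C. Yellow fluorescence (Ex 488/Em 500-530) reported blocked Vif-mediated A3F-eYFP degradation.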
D2 PAM: D2 dopamine receptor (human) potentiation. potentiation, % at 10 µM. P14416. AID 485347. HEK293 T-REx D2, calcium flux, EC20 dopamine potentiation. hit rate 0.34% among 340,000;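 active = potentiation over 3 SD above the plate norm, cut at about 30% in these data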; also: 0% is about no effect
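Potentiation of an EC20 dopamine calcium response measured kinetically over 180 s, after a preceding 180 s compound-only read flagging agonists. Cells: inducible Hek293 Trex D2 line, 4000/well, cultured overnight at 30 C before dye loading.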
D1 antagonist: human D1 dopamine receptor antagonism. AID 504652. hit rate 3.2% among 360,000. activity change, negative = inhibition, % at 10 µM. HEK293 TREx D1 cells, calcium flux, dopamine EC80; active compounds read low. P21728; in the data active = activity change below about -30%; also: % is scaled to controls: 0 for no effect and ±100 for the full control effect
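Compound effects on dopamine-evoked calcium signalling were measured in tetracycline-induced HEK293 Trex D1 cells. Dopamine at EC80 followed a 180 s compound pre-read, and fluorescence was tracked kinetically for 180 s more.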
GRP78 ERSR act: ER stress response induction in glioma; U87-MG GRP78 promoter luciferase reporter, 16 h; Potency, µM, for the others: at the top dose activation, usual class: activators; hit rate 0.02% among 420,000; also: potency is read from the fitted curve at half-maximal effect; series mostly up to about 76 µM; % of control where 0% means no effect; nearly all actives have a fitted effect of over 35% in size
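Stably transfected U87-MG glioma cells carrying a GRP78-based luciferase sensor; 16 h compound incubation. Luminescence end-point read 10 min after Bright-Glo addition at room temperature.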
* hit, by the source's call; ? = inconclusive; / = no result given; & = joins results of further samples. Unless noted, calls follow the shape of the dose curve; as a rule, active = well fitted curve in the direction sought with a large enough effect; inconclusive = small, poorly fitted or top-dose-only effect, or another doubt; inactive = no such curve, though single readings can be large; an effect the other way counts as inactive or inconclusive. These rows are one share of the data. The share of hits here may be higher or lower than overall.

SMILES	D1 ag	D1 PAM	RXFP1 antagonist	RXFP1 agonist	Vif-APOBEC3G blk	Vif-A3F inh	D2 PAM	D1 antagonist	GRP78 ERSR act
O=C(C[N+]12CCC(CC1)C(CO)C2)c1ccc([N+](=O)[O-])cc1 (centres undefined)	8	-1	-2	0.3%	1%	0%	1	1	-3%
COC(=O)C1=C(c2ccc(OC)c(OC)c2)C[C@@H]2CC[C@H]1N2C(=O)N1CCC(O)CC1	1	3	/	0.4%	0%	-1%	-3	/	-6%
CCOC(=O)c1c(-n2c(C)cc(C=C3C(=O)NC(=S)NC3=O)c2C)sc2c1CCCC2	11	-3	/	3.4%	?	-8%	10	-24	?
CCC(=NCC1CCCO1)c1c(O)n(-c2ccc(OC)cc2)c(=O)[nH]c1=O (centres undefined)	3	5	-21	3.0%	3%	19%	-2	5	-5%
CCC(=NCC1CCCO1)c1c(O)n(-c2ccccc2)c(=O)[nH]c1=O (centres undefined)	0	-5	1	1.2%	3%	3%	-2	5	-4%
CC(C)(C)NC(=O)C1CC2CCCCC2CN1 (centres undefined)	5	-4	-6	3.2%	1%	1%	3	-5	-9%
CC(=NCc1cccnc1)c1c(O)n(C2CCCCC2)c(=O)[nH]c1=O	0	3	-5	-0.8%	-7%	-2%	12	-1	-2%
COc1ccccc1N1CCNCC1	3	-8	4	0.0%	-2%	3%	-18	-10	0%&-2%&-3%&-4%
Fc1ccc2c(c1)nnn2C1CCN(Cc2c(Cl)cccc2Cl)CC1	0	-5	-16	-0.2%	-2%	4%	-22	5	2%
O=C(/C=C/C=C/c1ccccc1)CC1(O)C(=O)Nc2ccccc21 (centres undefined)	5	-7	-9	-2.4%	-4%	7%	0	0	11%
Cc1nn(Cc2ccccc2Cl)c(C)c1C(=O)OCC(=O)NC1CCS(=O)(=O)C1 (centres undefined)	1	0	-1	2.0%	1%	1%	8	-4	-3%
CC(C)N1C(=O)CC2(CC[N+](C)(CCOC(=O)C(O)(c3ccccc3)c3ccccc3)CC2)C1=O (centres undefined)	2	-1	-11	1.9%	-9%	-7%	6	-7	-4%
CC12CCC3c4ccc(OP(=O)(N5CC5)N5CC5)cc4CCC3C1CCC2=O (centres undefined)	/	/	14	/	4%	8%	/	/	-3%
C[C@]12CC[C@H](O)CC1=CCC1C2CC[C@]2(C)C(=O)[C@H](Br)CC12 (some centres undefined)	/	/	-12	/	-21%	-13%	/	/	-4%
O=C1C(=Cc2ccccc2)N2CCC1CC2	/	/	8	/	-6%	11%	/	/	2%
CC(=NCc1cccnc1)c1c(O)n(-c2ccccc2)c(=O)[nH]c1=O	3	-5	-1	1.8%	1%	0%	-1	-1	-5%
CC1=C(C(=O)Nc2ccccc2)S(=O)(=O)CCO1	2	7	1	2.7%	-13%	-5%	-10	13	0%
CN1CCN(c2ccc(C(N)=O)cc2[N+](=O)[O-])CC1	2	-3	16	6.4%	1%	3%	-6	14	-3%
CCOC(=O)c1cnc(SCc2ccc(Cl)c(Cl)c2)nc1N1CC1	/	/	-26	/	-23%	?	/	/	-4%
Fc1ccc(Cn2nnnc2C(c2ccc(Cl)cc2)N2CC=C(c3ccc(F)cc3)CC2)cc1 (centres undefined)	3	16	-2	3.2%	0%	-20%	13	-8	-4%

Among those listed so far, two have a nitro group on carbon.
SMILES	D1 ag	D1 PAM	RXFP1 antagonist	RXFP1 agonist	Vif-APOBEC3G blk	Vif-A3F inh	D2 PAM	D1 antagonist	GRP78 ERSR act
O=C(C[N+]12CCC(CC1)C(CO)C2)c1ccc([N+](=O)[O-])cc1 (centres undefined)	8	-1	-2	0.3%	1%	0%	1	1	-3%
CN1CCN(c2ccc(C(N)=O)cc2[N+](=O)[O-])CC1	2	-3	16	6.4%	1%	3%	-6	14	-3%

New compounds follow:
SMILES	D1 ag	D1 PAM	RXFP1 antagonist	RXFP1 agonist	Vif-APOBEC3G blk	Vif-A3F inh	D2 PAM	D1 antagonist	GRP78 ERSR act
CN1CCN(c2oc(-c3ccc(COc4ccccc4)o3)nc2C#N)CC1	-1	-2	2	1.1%	-7%	2%	10	-9	-3%
CC12CCC3c4ccc(OC(=O)N(CCCl)CCCl)cc4CCC3C1CCC2O (centres undefined)	/	/	-30	/	-7%	11%	/	/	-3%
CC(=NCc1ccc2c(c1)OCO2)c1c(O)n(-c2ccccc2)c(=O)[nH]c1=O	0	-2	1	-1.3%	-2%	-30%	-4	21	-3%
COC(=O)C1=C(c2ccc(OC(F)(F)F)cc2)C[C@@H]2CC[C@H]1N2C(=O)NC1Cc2ccccc2C1	0	1	/	-0.6%	-5%	2%	6	-2	-4%
COc1ccccc1C1CC2CCC(C1OC(C)=O)N2Cc1ccccc1 (centres undefined)	1	-7	-4	1.3%	-2%	1%	-18	6	-5%
O=C(CNC(=O)c1ccccc1)NCC(=O)OCC(=O)c1ccc([N+](=O)[O-])cc1	4	-1	-19	-1.1%	-7%	?	2	1	0%
CCCC12CN3CC(CCC)(CN(C1)C3c1ccccn1)C2=O (centres undefined)	0&0	-5&-3	-16&-4	0.0%&0.0%	4%&-4%	3%&1%	14&4	-2&7	-2%&-3%
Cc1c(Cl)cccc1NC(=S)N1CC2CC(C1)c1cccc(=O)n1C2 (centres undefined)	3	3	-1	-1.3%	1%	-11%	0	5	-3%
O=c1c2ccccc2nc(C[n+]2ccccc2)n1-c1cccc(C(F)(F)F)c1	0	-2	-15	0.3%	0%	4%	-6	-7	-2%
CN(C)c1cccc2c(C#N)ccc(N(C)C)c12	1	8	-26	2.9%	-7%	7%	8	-13	-5%
Cc1cc(C)nc(-n2c(C)nc3cc(Cl)ccc3c2=O)c1	1	-2	-17	-0.3%	0%	-13%	-12	3	-3%
O=Cc1cn(CCCOc2ccccc2)c2ccccc12	4	2	-3	-1.7%	1%	3%	2	-9	3%
COc1ccccc1NC(=O)N1C[C@@H]2C[C@@H](C1)c1cccc(=O)n1C2	2	-7	/	-1.2%	1%	7%	2	8	-2%
NP(=O)(Oc1ccccc1)c1ccccc1 (centres undefined)	/	/	-9	/	-1%	12%	/	/	-5%
CN1C(=O)C(=Cc2ccc(Sc3ccccc3)o2)C(=O)N(C)C1=O	3	-5	-22	3.5%	-1%	-14%	-9	24	-1%
CN1CC(C#N)C2(O)c3ccccc3CCC2C1 (centres undefined)	1	0	-6	-0.1%	1%	-1%	-5	1	3%
CCOC(=O)c1c(N)n(Cc2ccc(OC)cc2)c2nc3ccccc3nc12	1	-2	/	4.2%	/	/	-3	0	/
CCOC(=O)C1C2c3ccccc3O[C@@]1(C)N=C1SCC(=O)N12 (some centres undefined)	2	-5	5	0.5%	0%	-5%	1	-12	-2%
CN1CCC(OC(=O)c2cccc(F)c2)CC1	4	-3	5	3.0%	2%	-4%	9	0	-2%
c1ccc(CCn2nnnc2CN2CCC(n3nnc4ccccc43)CC2)cc1	0	-4	9	-0.1%	0%	-4%	-8	17	-6%
CCN(CC)c1nc2c(C)cccn2c(=O)c1C=C1C(=O)NC(=O)NC1=O	1	-5	9	29%	-9%	1%	2	-1	2%
COc1ccc(CCn2c(O)c(C=NCCCO)c(=O)[nH]c2=O)cc1OC	5	-6	-14	2.3%	-2%	-6%	-11	10	-8%
O=C(CN1CCOCC1)Nc1ccc(Br)cc1C(=O)c1ccccc1	0	-4	-5	0.3%	0%	-1%	-10	-15	-2%
COc1ccc(NC(=O)CCc2nc(C3=CCN(Cc4cccc(Cl)c4)CC3)no2)cc1OC	8	-2	/	-4.1%	2%	-6%	12	-9	-3%
CCCCn1c(=O)c(C(=O)Nc2ccccc2)c(O)c2ccccc21	2	1	-1	5.4%	2%	8%	3	0	2%
COC(=O)C1=C(c2ccc(-c3ccccc3)c(F)c2)C[C@@H]2CC[C@H]1N2C(=O)N1CCC(C)CC1	3	0	/	-1.7%	-1%	-4%	-13	/	-7%
CCC1C(C#N)=C(N)Oc2c1c(=O)oc1ccccc21 (centres undefined)	4	-1	7	-1.9%	-2%	3%	4	7	2%
CCOc1ccc(NC(=O)c2ccc(NC(=O)COC(=O)Cc3ccccc3)cc2)cc1	3	-5	-16	1.0%	6%	-1%	7	-5	4%
COc1ccc([C@@H](O)[C@@H](N)c2ccccc2)cc1	/	/	-7	/	-5%	-8%	/	/	-2%
CC(C)(C)C(=O)c1cn(CC(=O)NCc2ccco2)c2ccccc12	-1	-3	5	-1.1%	-3%	-9%	-2	-14	4%
CN1C(=O)N(C)C(=O)C2(Cc3ccccc3N3CCCC32)C1=O (centres undefined)	1	-7	-1	4.3%	0%	7%	-5	2	-5%
CN1C2CCC1CC(OC(=O)c1ccc(Cl)cc1)C2 (centres undefined)	6	-2	-1	2.4%	2%	0%	/	2	-5%
CCN1CCN(S(=O)(=O)c2cnc(Cl)c(Br)c2)CC1	0	-2	11	6.6%	-1%	2%	8	-10	-6%
Cc1cc(OCC(=O)N2CCC(C(=O)O)CC2)c2c3c(c(=O)oc2c1)CCCC3	5	-1	/	16%	2%	5%	-6	2	-1%
c1ccc2c(c1)CC1CNCc3cccc(c31)S2 (centres undefined)	18	-1	4	16%	1%	10%	-24	13	-2%
CCCCCn1c(=O)c(C(=O)NC(C)c2ccccc2)c(O)c2ccccc21 (centres undefined)	11	-4	1	-0.4%	-1%	0%	1	-11	0%
COc1ccc(Cn2c(O)c(C=NCCN3CCOCC3)c(=O)[nH]c2=O)cc1	1	-4	8	2.3%	3%	-1%	-1	-37*	-3%
CCOP(=O)(OCC)C(NC(=O)c1ccccc1Cl)=C(Cl)Cl	1	-3	-2	1.6%	-2%	/	3	8	-5%
CCCOC(=O)c1c(N)n(Cc2cccs2)c2nc3ccccc3nc12	0	-4	-6	-1.2%	-7%	-7%	0	1	-3%
CC(=O)c1ccc(OC(C)C)c(Cc2c(O)[nH]c(=S)[nH]c2=O)c1	4	0	-2	1.2%	0%	1%	/	-15	-2%
NCCc1c(Cc2ccccc2)[nH]c2ccccc12	/	/	-23	/	0%	2%	/	/	-11%

From PubChem
